FEN1 inhibitor – qHTS Assay for the Inhibitors of Human Flap endonuclease 1 (FEN1); 390,000 compounds, 0.35% hits; P39748; Recombinant FEN1 flap cleavage, fluorescence, 15 min; Potency, µM (doses to about 114 µM), for the others: at the highest dose activity change, negative = inhibition, most hits filed as inhibitors; active = well fitted inhibition curve with a large enough effect; inconclusive = small, poorly fitted or top-dose-only effect; inactive = no such curve, though single readings can be large or run the other way; also: nearly all actives have a fitted effect of over 65% in size
Target sequence (P39748 whole entry, looked up): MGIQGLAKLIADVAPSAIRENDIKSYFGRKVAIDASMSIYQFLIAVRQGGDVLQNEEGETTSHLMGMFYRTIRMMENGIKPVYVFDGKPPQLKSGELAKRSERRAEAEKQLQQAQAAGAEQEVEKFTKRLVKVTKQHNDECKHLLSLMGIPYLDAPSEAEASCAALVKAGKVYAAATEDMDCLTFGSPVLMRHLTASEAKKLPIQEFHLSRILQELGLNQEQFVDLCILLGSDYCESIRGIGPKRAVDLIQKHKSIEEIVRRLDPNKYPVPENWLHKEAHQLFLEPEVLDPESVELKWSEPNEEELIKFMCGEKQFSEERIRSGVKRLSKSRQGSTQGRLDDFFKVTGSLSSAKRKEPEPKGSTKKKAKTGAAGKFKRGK
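Nuclease activity of 10 nM FEN1 was measured after 15 min of room-temperature exposure to titrated compounds, by adding 50 nM flap substrate and reading plates at 0 and 15 min.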
The depositor's hits bear a star; ? = inconclusive; & = joins results of further samples. % is scaled to controls: 0 for no effect and ±100 for the full control effect; potency is read from the fitted curve at half-maximal effect.

FEN1 inhibitor | Structure
-9%&-6% | O=C(Nc1ccc(Cl)c(C(F)(F)F)c1)[C@@H]1CC=C[C@@H]2CCN(C3CC3)C(=O)[C@@H]21
? | Cc1c(C2(c3cc(C(C)C)c(O)c(Br)c3C)OS(=O)(=O)c3ccccc32)cc(C(C)C)c(O)c1Br
-7% | COc1ccccc1C1=NOC(C)(c2sc(-c3ccccc3)nc2C)C1 (stereo not drawn)
15% | Nc1ccccc1-c1ccn[nH]1
-18% | CN(N=O)c1ccc(CC2CCc3ccccc32)cc1 (stereo not drawn)
-23% | Cc1nc(N)c2c(Cc3cccc4ccccc34)nn(C(C)(C)C)c2n1
2% | CCn1c(=S)[nH]c2c(=O)n(C)c(=O)n(C)c21
-8% | CN1CCN(C(=O)c2ccc3c(c2)N(Cc2cccc(Cl)c2)C(=O)c2ccccc2S3=O)CC1 (stereo not drawn)
-3% | Cc1nn(-c2ccccc2)c2c1CC(=O)Nc1ccccc1-2
9% | NC(=O)c1nccc2ccccc12
8% | Cc1ccc2nc(NCCCO)[nH]c2c1
-6% | COc1ccccc1NS(=O)(=O)c1ccc(C)c(NS(=O)(=O)c2cc(NC(C)=O)ccc2OC)c1
1% | CCCCCCCCN1[C@@H](CC(C)=O)c2ccc(/C=C/C(C)=O)cc2S1(=O)=O
14% | O=C(COC(=O)c1ccccc1Oc1ccccc1)Nc1ccc(Br)cc1
-11% | CCOc1ccc(NC(=O)c2sc3nc4c(c(-c5ccccc5)c3c2N)C(=O)CC(C)(C)C4)cc1
9% | CC(NCC(=O)NC(=O)NCCC1=CCCCC1)c1ccc(S(N)(=O)=O)cc1 (stereo not drawn)
-3% | O=C(CN(CC(=O)N1CCOCC1)S(=O)(=O)c1ccc(Br)s1)N1CCOCC1
2% | O=S1(=O)CCOCCCN1Cc1cccc(Cl)c1
-6% | O=C(CSc1ccc(Br)cc1)NCC1(N2CCCCC2)CCCCC1
-2% | CN1N=C(N)c2cn(C3OC(COP(=O)(O)O)C(O)C3O)c3ncnc1c23 (stereo not drawn)
7% | COc1ccccc1N1CCN(CC(O)COc2cc(C)cc(C)c2)CC1 (stereo not drawn)
-15% | O=C(O)C1(Nc2ccccc2)CCCC1
18% | N#Cc1ncc(Br)cn1
-2%&-7% | CC(C)CC(=O)C(=O)O
6% | COc1ccccc1CN1C(=O)[C@@H]2Cc3c([nH]c4ccccc34)C(C)(C)N2C1=O
3% | O=C1NC(=O)C(c2ccc(Cl)cc2Cl)N1 (stereo not drawn)
-18% | CC(=O)Nc1ccc(C(=O)NCCCSc2ccccc2)cc1
-23% | COc1ccc(C2=NOC(C)(c3nnc(-c4ccc(Cl)cc4)o3)C2)cc1 (stereo not drawn)
-4% | CCCCN1C2=NC(c3ccccc3)CN2c2ccccc21 (stereo not drawn)
-5% | COc1ccc(N(C=O)C(C(=O)Nc2c(C)cccc2C)c2ccccc2)cc1 (stereo not drawn)

FEN1 inhibitor | Structure
-3% | O=C(Cc1ccc([N+](=O)[O-])cc1)c1ccccc1
1% | O=C1c2cc([N+](=O)[O-])ccc2-c2cc(Cl)c(NC(=O)C(F)(F)F)cc21
5% | CC1=NC(C)(C)CC2CCC(O)C12 (stereo not drawn)
-1% | O=C(OCCOc1ccc(Cl)cc1)c1cc(S(=O)(=O)N2CCCCC2)ccc1N1CCOCC1
3% | CSCCC(NC(=O)c1ccc(Cl)cc1Cl)C(=O)NCC(c1cccs1)N(C)C (stereo not drawn)
? | COC1=CC(=O)c2c(ccc3ncnc(N)c23)C1=O
4% | COc1ccc(C(=O)COC(=O)[C@H](C)NS(=O)(=O)c2ccc(NC(C)=O)cc2)cc1OC
-4% | CC(C)(C)c1ccc(C(=O)NCCN2CCOCC2)cc1
16% | Cc1ccc2nc(-c3ccc(NC(=S)NCCC(C)C)cc3)sc2c1
-2% | COC(=O)[C@@]1(Cc2ccccc2)[C@H]2C(=O)N(C)C(=O)[C@H]2[C@H]2CN(C)C(=NCc3ccccc3)N21
4% | Cc1ncc(COCc2ccccc2)c(CO)c1OCc1ccccc1
-4% | CCSc1nnc2c(n1)OC(c1ccc(OC)c(OC)c1)N(C(C)=O)c1ccccc1-2 (stereo not drawn)
14% | CC(=O)Nc1ccc(NC(=O)CSc2nnc(N)n2-c2ccccc2)cc1
1% | CC(=O)OCC1OC(n2c3c(cc(C#N)c2=S)CCCC3)C(OC(C)=O)C(OC(C)=O)C1OC(C)=O (stereo not drawn)
-2% | Oc1ccc2ccc(Cl)cc2c1
-11% | O=C(Cn1cc(COc2cc(F)cc(F)c2)nn1)c1ccc(O)cc1
3% | CCOC(=O)c1c(C)oc2c(Cl)cc(NS(=O)(=O)c3ccc(Cl)c(C)c3)cc12
0% | O=C1NCC(=O)N2CCC[C@@H]12
-2% | CCOC(=O)CC1(C)NC(C(=O)O)C(C)(C)S1 (stereo not drawn)
20% | Cc1cccc(OCCn2c(-c3ccc(Cl)cc3)nc3ccccc3c2=O)c1
3% | CC(C1=C(CCN(C)C)Cc2ccccc21)c1ccccn1 (stereo not drawn)
-7% | O=c1c2ccccc2c(=O)n(-c2ccccc2)n1-c1ccccc1
1% | Cc1ccc(Cn2c(C(C)Nc3nc(-c4ccc(Cl)c([N+](=O)[O-])c4)cs3)nc3cc(C(F)(F)F)ccc32)cc1 (stereo not drawn)
5% | O=C(NC(=S)NCc1ccco1)c1ccccc1[N+](=O)[O-]
0% | CCOC(=O)c1c(C)oc2cc(Sc3ccccc3)c(O)c(O)c12
-3% | O=C(ON=C1CCSCC1)c1ccccc1
11% | COc1cc(C)ccc1Oc1ccc([N+](=O)[O-])cc1
-5% | COc1cc2nc(Cl)nc(NC(C)C)c2cc1OC
-5% | NC(=O)c1ccsc1NC(=O)COC(=O)[C@@H]1CCCN1C(=O)c1cccs1
4% | CC(=O)N1CCC2(CC1)CC(=O)c1cc(Cl)ccc1O2

FEN1 inhibitor | Structure
1% | COc1ccc(N2CCN(Cc3nc(-c4ccc(C)cc4)no3)CC2)cc1
2% | CN(N=C(c1ccccc1)c1ccccc1)c1ccccc1
-5% | CC1(c2ccccc2)C(C#N)C(=O)NC(=O)C1C#N (stereo not drawn)
-12% | CCCn1cnc2c(SCc3ccccc3Cl)nc(N)nc21
9% | CCCCNC1=CC(=O)C(NCCCC)=CC1=O
-16% | O=C(Nc1cccc2ccccc12)N(c1ccccc1)c1ccccc1
-6%&4% | O=C(NC1CCCCC1)[C@@H]1CC=C[C@@H]2CCN(C3CCCCC3)C(=O)[C@@H]21
-20% | Cc1ccc2c(c1)ncc[n+]2CC(=O)c1ccc(Cl)cc1Cl
-1% | O=C1c2ccccc2S(=O)(=O)c2cc(C(=O)N3CCC(C(=O)N4CCCCC4)CC3)ccc21
-9% | COc1cccc(C=NNC(=O)C2CC2)c1
0% | CN(C)c1ccc(C=NNc2nc3c([nH]2)c(=O)n(C)c(=O)n3C)cc1
-13% | COc1ccc(CCN2CC(C(=O)OCC(=O)NCc3ccccc3Cl)CC2=O)cc1OC (stereo not drawn)
12% | CSc1nc(O)c(C(c2ccccc2Cl)c2c(O)nc(SC)[nH]c2=O)c(=O)[nH]1
2% | Nc1ccc(C(=O)c2ccc3c(c2)OCCO3)cc1N
2% | COC(=O)c1ccc[n+](CCc2c[nH]c3ccccc23)c1
-17% | Nc1ccc2c(c1)C(=O)c1ccccc1-2
-3% | O=C(CN1CCCCC1)N/N=C/c1cccc(C(F)(F)F)c1
? | COc1cc2c(NC3CCN(C)CC3)nc(N3CCCN(C)CC3)nc2cc1OCCN(C)CCN(C)C
0% | CC(=N)c1c(O)cc(C)oc1=O
-3% | O=P(NCc1ccccc1)(OCc1ccccc1)OCc1ccccc1
-6% | N#CC1(Nc2ccc(-c3ccc(NC4(C#N)CCCC4)cc3)cc2)CCCC1
-2% | O=[N+]([O-])c1cccc(C=NN=Cc2ccccc2O)c1
9% | CCOC(=O)c1cc(N2CCCCC2)nc2ccccc12
-7% | c1ccc(-c2cc(-c3ccccc3)ncn2)cc1
-13% | CCN(CC(=O)Nc1ccc(NC(C)=O)cc1)C(=O)c1c(C)nn(Cc2ccc(C)cc2)c1Cl
-3% | COC(=O)[C@]1(Cc2ccccc2)N[C@H](c2ccc(-c3cccc(Cl)c3)c(OC)c2)[C@@H]2C(=O)N(C)C(=O)[C@@H]21
14% | O=C(O)c1ccc(-c2noc(-c3ccccc3Cl)n2)cc1
-12% | CCCCN1C(=O)C(C(=O)OCc2ccccc2)CC2=C1CCCC2=O (stereo not drawn)
0% | O=C(NCCCl)Nc1ncn[nH]1
5% | CCOC(=O)Cc1csc(NC(=O)c2cccc(Cl)c2)n1

Some of the entries so far, with bars between the fields:
canonical_smiles | FEN1 inhibitor
COc1ccc(N2CCN(Cc3nc(-c4ccc(C)cc4)no3)CC2)cc1 | 1%
CN(N=C(c1ccccc1)c1ccccc1)c1ccccc1 | 2%
CC1(c2ccccc2)C(C#N)C(=O)NC(=O)C1C#N (stereo not drawn) | -5%
CCCn1cnc2c(SCc3ccccc3Cl)nc(N)nc21 | -12%
CCCCNC1=CC(=O)C(NCCCC)=CC1=O | 9%
O=C(Nc1cccc2ccccc12)N(c1ccccc1)c1ccccc1 | -16%
O=C(NC1CCCCC1)[C@@H]1CC=C[C@@H]2CCN(C3CCCCC3)C(=O)[C@@H]21 | -6%&4%
Cc1ccc2c(c1)ncc[n+]2CC(=O)c1ccc(Cl)cc1Cl | -20%
O=C1c2ccccc2S(=O)(=O)c2cc(C(=O)N3CCC(C(=O)N4CCCCC4)CC3)ccc21 | -1%
COc1cccc(C=NNC(=O)C2CC2)c1 | -9%
CN(C)c1ccc(C=NNc2nc3c([nH]2)c(=O)n(C)c(=O)n3C)cc1 | 0%
COc1ccc(CCN2CC(C(=O)OCC(=O)NCc3ccccc3Cl)CC2=O)cc1OC (stereo not drawn) | -13%
CSc1nc(O)c(C(c2ccccc2Cl)c2c(O)nc(SC)[nH]c2=O)c(=O)[nH]1 | 12%
Nc1ccc(C(=O)c2ccc3c(c2)OCCO3)cc1N | 2%
COC(=O)c1ccc[n+](CCc2c[nH]c3ccccc23)c1 | 2%
Nc1ccc2c(c1)C(=O)c1ccccc1-2 | -17%
O=C(CN1CCCCC1)N/N=C/c1cccc(C(F)(F)F)c1 | -3%

(further entries)
FEN1 inhibitor | Structure
-20% | CC(C)(C)CN1C(N)=NC[C@@H]1c1ccccc1
-7% | Cc1ccccc1OCc1nc2ccccc2n1Cc1ccccc1Cl
2% | C#CCOCCOCCOCCNc1nc(N2CCN(C(=O)C([C@@H](C)CC)n3cc(C(N)CO)nn3)CC2)nc(N2CCN(C(=O)C([C@@H](C)CC)n3cc(C(N)COC(=O)C(F)(F)F)nn3)CC2)n1 (stereo partly drawn)
0% | c1ccc(CNC2CC3CCC2C3)cc1 (stereo not drawn)
-5% | CCN(CC)S(=O)(=O)c1ccc(N=Nc2cc(C)cc(Br)c2O)cc1
5% | CC(C)CNC(=O)C(=O)NCC1OCCN1S(=O)(=O)c1cccs1 (stereo not drawn)
-8% | O=C1CC(N2CCN(S(=O)(=O)c3ccccc3F)CC2)C(=O)N1c1ccccc1F (stereo not drawn)
-10% | ON=C1c2ccccc2-c2cc(Br)ccc21
2% | Nc1cccc2cccnc12
-16% | CN(C)c1ccc2c(c1[N+](=O)[O-])Cc1ccccc1-2
-65% | CCOC(=O)c1ccc(S(=O)(=O)N2CCC(C(=O)N3CCN(c4ccccc4OC)CC3)CC2)cc1
-10% | Nc1c(Br)cc(/C=C2\C=Cc3ccccc32)cc1Br
-4% | Cc1ccc(NS(=O)(=O)c2ccc3c(c2)[C@H]2C=CC[C@H]2[C@@H](c2ccc(F)cc2)N3)cc1C
12% | COc1ccc(/C=C2/CCCC(CN(C)C)C2=O)cc1 (stereo not drawn)
4% | CCCCNC(=O)COC(=O)c1c2c(nc3ccccc13)/C(=C\c1cccs1)CC2
-2% | O=S(=O)(c1ccccc1)N1CCc2ccccc21
2% | Cc1ccc2c(c1)S(=O)(=O)c1ccc3ccccc3c1N2
8% | COc1ccc(OCc2nnc(SC(C)C(=O)Nc3ccc(N4CCOCC4)cc3)n2C)cc1 (stereo not drawn)
-1% | O=C(O/N=C/c1ccc(Br)cc1)c1ccc(F)cc1
? | CCN(CCC#N)c1ccc(/C=C/c2ccnc3ccccc23)cc1
9% | c1ccc(-c2nc3ccccn3c2-c2ccccc2)cc1
7% | COc1ccc(Nc2nccc3c2ncn3C)cc1
-13% | CC[N+](C)(C(=O)O)/C(=C\c1ccccc1)c1ccnc2ccccc12 (stereo not drawn)
-15% | Cc1cc2nc(-c3ccccc3O)[nH]c2cc1C
-14% | COc1ccccc1N(C)S(=O)(=O)c1ccc(C(=O)NCC(c2ccco2)N2CCCCC2)cc1 (stereo not drawn)
4% | CCO[C@H]1OC(C(=O)O)=C[C@@H](c2ccccc2)[C@@H]1CCCO
0% | CC(C)OC(=O)C1OC1(C)c1ccccc1 (stereo not drawn)
11% | COc1ccc(NC(=O)COc2ccccc2C(=O)Nc2ccccc2)cc1
-18% | COc1cccc(C(=O)COC(=O)c2cc(-c3cccs3)nc3ccccc23)c1
-9% | Cc1ccc(C(=O)CC2(O)C(=O)N(CCc3ccccc3)c3ccc(Cl)cc32)cc1 (stereo not drawn)

FEN1 inhibitor | Structure
-14% | CCCCNc1c(-c2ccc(OC)c(SC(C)CC)c2)nc2cnccn12 (stereo not drawn)
? | CN(C)c1ccc(/C=C/c2ccc3ncccc3c2)cc1
-11% | CC1CCCN(C(=O)c2ccc(S(=O)(=O)N3CCC(c4nc5ccccc5s4)CC3)cc2)C1 (stereo not drawn)
-19% | O=C(NC1CCCC1)c1c[nH]c2ccc(S(=O)(=O)Nc3cccc(C(F)(F)F)c3)cc2c1=O

These rows are one share of the data; count on the stated rates, not on these rows.
